# TRPC4 act – activators of mouse TRPC4 channel, primary screen, Fluo4 calcium, HEK293 TRPC4beta/mu-opioid cells. Short transient receptor potential channel 4 (Mus musculus), Q9QUQ5. Fluo4 calcium fluorescence; hits give high values. actives 0.49% (n = 310,000). B-score at 10 µM;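 active = B-score above 5 SD of library B-scores, and initial fluorescence ratio not above library mean plus 5 SD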;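 also: positive B-score marks a calcium rise read as TRPC4 activation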
#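 Material: HEK293 stable line with TRPC4beta plus mu-opioid receptor; technique: Fluo4 calcium-sensitive dye fluorescence, kinetic, 1 Hz baseline; timing: Fluo4 dye loading 45 min at room temperature, 110 s recording; controls: assay buffer as low control, maximal DAMGO as high control; read-out: integrated baseline-normalised fluorescence ratio, converted to per-well B score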
# TRPC4 potent – positive allosteric modulators of TRPC4, primary screen, cell-based, mouse TRPC4beta, HEK293 mu-opioid, Fluo-4 calcium. AID 2227, 2009. Short transient receptor potential channel 4 (Mus musculus), Q9QUQ5. actives 0.42% (n = 310,000). B-score at 10 µM. DAMGO EC20, Fluo-4 Ca2+ flux; hits give high values;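 active = B-score of calcium response area above 5 SD of library B-scores, with initial fluorescence ratio within 5 SD of library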;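 also: B-score of integrated fluorescence ratio over time as area under calcium response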
# AI-2 QS modul – Vibrio harveyi AI-2 quorum sensing modulators, primary screen, JMH597 strain, luminescence/OD600 ratio; Vibrio harveyi JMH597 AI-2 luminescence/OD600 ratio, 9 h; hits give low values; strain lacks LuxN and CqsS sensors; 0 = neutral-control median; activity change, % at 7.5 µM; actives 0.4% (n = 300,000); AID 2094, 2009; in the data active = activity change below about -75%, passing the limit was not always enough;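 also: luminescence divided by OD600 gain over 9 h not by final OD600 alone; inactives centre near 13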
# TRPC6 act – mouse TRPC6 channel activators, primary screen, cell-based, HEK293, membrane potential dye. Short transient receptor potential channel 6 (Mus musculus), Q61143. HEK293-TRPC6 membrane potential dye fluorescence; hits give high values. B-score at 10 µM. actives 0.13% (n = 310,000);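 active = B-score of the integrated fluorescence ratio above library mean plus 3 SD, and starting fluorescence ratio within library mean plus 5 SD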;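 also: higher score means more depolarization so channel activation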
# MrgX1 antagonist – antagonists of human MrgX1 receptor, primary screen, HEK293 cells, Fluo-4 calcium flux; Mas-related G-protein coupled receptor member X1 (Homo sapiens), Q96LB2; BAM8-22 antagonism; hits give low values; B-score at 10 µM; actives 1.3% (n = 310,000); AID 588676, 2011;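 active = calcium-response B-score plate-corrected more than 3 library SD below zero, starting fluorescence within 5 deviations, no agonist response on first addition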;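 also: peak minus trough fluorescence over baseline after final BAM8-22 challenge near maximal dose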
# Target sequence (Q96LB2 whole entry, looked up): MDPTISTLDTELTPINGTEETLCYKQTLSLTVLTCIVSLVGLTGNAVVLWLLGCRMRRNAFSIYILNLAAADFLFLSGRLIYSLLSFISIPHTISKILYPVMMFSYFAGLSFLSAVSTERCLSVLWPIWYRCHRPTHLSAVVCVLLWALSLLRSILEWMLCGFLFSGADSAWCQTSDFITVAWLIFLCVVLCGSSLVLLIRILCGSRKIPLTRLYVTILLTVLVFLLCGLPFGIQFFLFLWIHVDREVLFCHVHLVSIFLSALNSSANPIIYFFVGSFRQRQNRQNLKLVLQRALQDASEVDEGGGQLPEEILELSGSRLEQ
# TRPC4 block – inhibitors of mouse TRPC4 channel, primary screen, Fluo4 calcium, HEK293 TRPC4beta/mu-opioid cells. DAMGO-evoked Fluo4 calcium flux; hits give low values. B-score at 10 µM. actives 0.39% (n = 300,000);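 active = B-score over 3 SD under the library average, no early fluorescence shift, positive overall ratio signal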
#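 Signal: kinetic Fluo4 fluorescence imaging of calcium influx. Material: stable TRPC4beta/mu-opioid receptor HEK293 cells. Probe or stimulus: DAMGO in two steps, submaximal then maximal.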
# HIF act – HIF pathway transcriptional activators, primary screen, cell-based, U2OS HRE-luciferase, luminescence; U2OS HRE-luciferase reporter; normalized: DMSO 0%, desferrioxamine 100%; activation, % at 7.5 µM (by protocol); actives 0.32% (n = 300,000); AID 1910, 2009;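 active = mean activation of at least 10% of the iron chelator positive control signal, with at least half of replicates also reaching 10%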
# MrgX1 allo act – positive allosteric modulators of MrgX1, primary screen, HEK293 cells, Fluo-4 calcium flux. actives 0.63% (n = 310,000). Mas-related G-protein coupled receptor member X1 (Homo sapiens), Q96LB2. AID 588675, 2011. B-score at 10 µM. FDSS; hits give high values;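 active = plate-corrected calcium response at least 3 library SD above typical, normal starting fluorescence, not activating the receptor alone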;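 also: compound read alongside a low EC10 to EC30 dose of BAM8-22 agonist; peak minus trough fluorescence over baseline measured at the second addition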
# PolyA inh – polyadenylation inhibitors in yeast reporter cells, primary screen, luminescence, S. cerevisiae | S. cerevisiae SKY197-pL101 polyadenylation reporter, beta-gal luminescence; efflux-impaired pdr1/pdr3 knockout yeast; score 100 = 6 SD above DMSO | calls only at 12 µM | actives 0.02% (n = 300,000) | AID 1875, 2009;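 active = lowest replicate activity score at least 50, where 100 means six control SD above control mean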;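 also: yeast exposed to compound for 9 h at 30 °C; higher score means more reporter readthrough which indicates perturbed polyadenylation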
# TRPC6 inhibitor – mouse TRPC6 channel inhibitors, primary screen, cell-based, HEK293, membrane potential dye; ACh-evoked depolarization; hits give low values; actives 1.1% (n = 310,000); AID 2553, 2010; Short transient receptor potential channel 6 (Mus musculus), Q61143; B-score at 10 µM;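 active = B-score under library mean minus 3 SD, initial fluorescence not abnormally high, positive integrated signal ratio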;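 also: B-score derived from integrated fluorescence ratio over the kinetic read; more negative B-score means stronger inhibition of depolarization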
# MrgX1 agonist – agonists of human MrgX1 receptor, primary screen, HEK293 cells, Fluo-4 calcium flux; actives 0.44% (n = 310,000); Mas-related G-protein coupled receptor member X1 (Homo sapiens), Q96LB2; Fluo-4 calcium fluorescence, agonist mode; hits give high values; B-score at 10 µM;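 active = calcium response B-score plate-corrected fluorescence ratio at least 3 library SD, with starting fluorescence B-score inside 5 SD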
#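 System – MrgX1-expressing HEK293 cells · Incubation – cells plated overnight, dye loaded 0.5 h 37 °C, 0.5 h room temperature · Technique – kinetic Fluo-4 NW fluorescence of intracellular calcium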
# * hit, by the source's call; i = inactive; · = no result given.
SMILES,TRPC4 act,TRPC4 potent,AI-2 QS modul,TRPC6 act,MrgX1 antagonist,TRPC4 block,HIF act,MrgX1 allo act,PolyA inh,TRPC6 inhibitor,MrgX1 agonist
O=C(Nc1ccc(-c2nc3ccccc3o2)c(O)c1)c1cc(-n2cnnc2)ccc1Cl,i,i,21.3,i,i,i,-1.7,i,i,i,i
CNC(=O)NC(=O)CSc1nnc(-c2ccco2)n1-c1ccccc1,i,i,11.0,i,i,i,0.6,i,i,i,i
Cc1nc2scc(-c3cccs3)c2c(=O)[nH]1,i,i,25.8,i,i,i,-0.2,i,i,i,i
CC1=C(C(=O)N2CCOCC2)C(c2ccc(OC(F)F)cc2)NC(=S)N1c1ccccc1 (stereo not given),i,i,4.1,i,i,i,0.0,i,i,i,i
O=C(c1noc2c1CCc1ccccc1-2)N1CCCc2ccccc21,i,i,10.0,i,i,i,0.2,i,i,i,i
CCOc1ccc(NC(=S)Nc2cc(OC)c(Cl)cc2OC)cc1,i,i,-2.8,i,i,i,0.0,i,i,i,i
CCOc1cc(/C=C2/SC(=S)N(C)C2=O)ccc1Oc1ccc([N+](=O)[O-])cc1[N+](=O)[O-],i,i,-2.1,i,i,i,0.0,i,i,i,i
CN1C2C=C3C(C#N)=C(N)C(C#N)(C#N)[C@H](c4c(F)cccc4F)[C@H]3C1CC2 (stereo not given in full),i,i,12.1,i,i,i,-0.2,i,i,i,i
O=C(O)C1C2CCC(O2)C1C(=O)Nc1cccc(F)c1 (stereo not given),i,i,17.7,i,i,i,-0.7,i,i,i,i
C/C(Cn1nc([N+](=O)[O-])cc1C)=N\NC(=O)c1cccc(Br)c1,i,i,11.5,i,i,i,0.1,i,i,i,i
COc1ccc(CCn2c(C)nc3c(c(=O)c4ccccc4n3C)c2=O)cc1,i,i,3.8,i,i,i,-0.2,i,i,i,i
Cc1cc(C2C(=O)CC(=O)CC2c2ccccc2)on1 (stereo not given),i,i,7.3,i,i,i,-0.7,i,i,i,i
COc1ccc(C(=O)NCc2cc3ccccc3n2C)cc1,i,i,20.1,i,i,i,3.9,i,i,i,i
O=S(=O)(c1ccccc1)N1CC=C(c2ccccc2)CC1,i,i,12.2,i,i,i,0.2,i,i,i,i
C/C(=N\NC(=O)C1CCCN(S(=O)(=O)c2ccccc2)C1)c1ccccn1 (stereo not given),i,i,17.8,i,i,i,-0.1,i,i,i,i
COc1cccc(/C=C/C(=O)OCC(=O)N2CCCc3ccccc32)c1,i,i,28.2,i,i,i,0.2,i,i,i,i
Cc1ccc(NC(=O)C2CCCN(C(=O)NCc3ccccc3)C2)c(C)c1 (stereo not given),i,i,11.6,i,i,i,0.0,i,i,i,i
COCCN1Cc2cccc(C(=O)Nc3cccc(-c4nc5ccccc5[nH]4)c3)c2C1=O,i,i,9.7,i,i,i,0.0,i,i,i,i
CC(Oc1cc2oc(=O)c3c(c2cc1Cl)CCC3)C(=O)NC1CC(C)(C)NC(C)(C)C1 (stereo not given),i,i,9.5,i,i,i,-2.0,i,i,i,i
Cc1ccc2nc(-c3cccnc3)cc(C(=O)Nc3ccc(F)cc3C)c2c1,i,i,1.9,i,i,i,0.3,i,i,i,i
CCOC(=O)c1nnn(-c2nonc2N)c1-c1ccc(OCC)cc1,i,i,11.0,i,i,i,0.0,i,i,i,i
CCC(=O)Nc1ccc(N2CCCCC2)cc1,i,i,37.5,i,i,i,0.2,i,i,i,i
Cc1cccc(NC(=O)C2CCN(S(=O)(=O)c3ccc4ccccc4c3)CC2)n1,i,i,56.5,i,i,i,-0.3,i,i,i,i
O=C(NCCSc1ccccn1)c1ccc(Cl)cc1Cl,i,i,9.5,i,i,i,0.1,i,i,i,i
CCCNc1nc(C)cc(-c2cc(-c3ccc(Cl)cc3)on2)n1,i,i,12.0,i,i,i,-5.1,i,i,i,i
COC(=O)CSc1nc(N)c2c3c(sc2n1)C(c1ccccc1)SC(c1ccccc1)C3 (stereo not given),i,i,6.2,i,i,i,0.1,i,i,i,i
O=C(CCCN1C(=O)c2ccccc2C1=O)Nc1nnc(C2CC2)s1,i,i,-13.8,i,i,i,-0.1,i,i,i,i
O=C(NNc1ncccc1-n1cccc1)c1ccc(Cl)cc1,i,i,17.7,i,i,i,-0.2,i,i,i,i
Cc1cc(NC(=O)Nc2ccc(Cl)cc2)n(C(C)(C)C)n1,i,i,16.7,i,i,i,0.3,i,i,i,i
O=C1/C(=C\c2cccnc2)SC(=S)N1c1ccc(F)cc1,i,i,-3.2,i,i,·,-0.2,i,i,i,i
Cc1cccc(N/N=C/c2ccccc2O)c1,i,i,14.1,i,i,i,1.2,i,i,i,i
COc1cc2c(cc1OC)C1=C(C#N)CCC(=NC(=O)c3ccco3)N1CC2,i,i,13.8,i,i,i,0.3,i,i,i,i
CC(C)c1ccc(NC(=O)COc2ccc(C3SCCS3)cc2)cc1,i,i,·,i,i,i,-0.4,i,i,i,i
COc1ccc(-n2c(O)c(C=NCC(c3ccco3)N3CCCC3)c3ccccc3c2=O)cc1OC (stereo not given),i,i,6.3,i,i,i,0.0,i,i,i,i
CS(=O)(=O)N(CC(=O)N1CCN(c2cccc(Cl)c2)CC1)c1ccccc1,i,i,19.3,i,i,i,-0.3,i,i,i,i
COc1ccc(Cl)cc1Nc1nc(NCCO)nc(N2CCCCC2)n1,i,i,-1.7,i,i,i,0.2,i,i,i,i
Cc1ccccc1NC(=O)c1ccc(CN2CCc3ccccc3C2)cc1,i,i,17.3,i,i,i,-0.4,i,i,i,i
COc1cccc(C2C3=C(N=c4s/c(=C\c5ccc(O)cc5)c(=O)n42)c2ccccc2CC3)c1OC (stereo not given),i,i,19.8,i,i,i,-0.5,i,i,i,i
CN(C)CCCNc1nc(N)c([N+](=O)[O-])c(NC2CCCCC2)n1,i,i,14.1,i,i,i,-0.9,i,i,i,i
COC(=O)c1cccc(COC(=O)c2ccc(N(C)C)cc2)c1,i,i,11.0,i,i,i,1.2,i,i,i,i
Cc1occc1C(=O)NC(C)C12CC3CC(CC(C3)C1)C2 (stereo not given),i,i,29.0,i,i,i,-0.4,i,·,i,i
Cc1cccc(C)c1N=C1C(=O)Nc2ccccc21,i,i,22.2,i,i,i,-0.7,i,i,i,i
CCN(CC)CCOC(=O)c1ccc(NC(=O)c2cccc(C)c2[N+](=O)[O-])cc1,i,i,-0.8,i,i,i,-0.2,i,i,i,i
COc1ccc(C2CC(=O)Nc3n[nH]c(-c4ccccc4)c32)cc1OC (stereo not given),i,i,21.3,i,i,i,0.7,i,i,i,i
Cc1ccc(NS(=O)(=O)c2cc(NC(=O)C(C)Oc3ccccc3)ccc2C)c(C)c1 (stereo not given),i,i,36.8,i,i,i,-3.5,i,i,i,i
CC1(C)CC2CC(C)(CN2S(=O)(=O)c2cccc(C(=O)OCC(N)=O)c2)C1 (stereo not given),i,i,7.1,i,i,i,-0.5,i,i,i,i
CCN(C(=O)COC(=O)c1cccc(S(=O)(=O)N(CC)CC)c1)C1CCS(=O)(=O)C1 (stereo not given),i,i,53.6,i,i,i,0.0,i,i,i,i
CC(C)NC(=O)c1ccccc1S(=O)c1ccccc1C#N (stereo not given),i,i,-2.3,i,i,i,-0.2,i,i,i,i
COc1ccc(N2CCN(C(=O)CSc3ncnc4c3cnn4-c3ccccc3C)CC2)cc1,i,i,14.4,i,i,i,0.0,i,i,i,i
Cc1cc(/C=N\NC(=O)COc2cccc3cccnc23)c(C)n1-c1ccccc1,i,i,11.7,i,i,i,-0.1,i,i,i,i
CC(C)c1ccc(OCC(=O)NNC(=S)NC(=O)c2ccco2)c(Br)c1,i,i,62.8,i,i,i,1.4,i,i,i,i
O=C(CSc1ccc(Cl)cc1)NC1CCCc2ccccc21 (stereo not given),i,i,25.5,i,i,i,0.1,i,i,i,i
Cc1cc(/C=C(\C#N)C(N)=O)c(C)n1-c1ccc(N2CCOCC2)c([N+](=O)[O-])c1,i,i,18.9,i,i,i,1.3,i,i,i,i
O=C1C(Cl)=C(NCCN2CCCCC2)C(=O)c2ccccc21,i,i,23.3,i,i,i,-1.9,i,i,i,i
O=C(Nc1ccc(N2CCOCC2)cc1)c1ccc(-c2ccccc2[N+](=O)[O-])o1,i,i,13.4,i,i,i,3.1,i,i,i,i
COc1cccc(OC)c1OCCCOc1ccc(C)cc1Br,i,i,3.9,i,i,i,0.5,i,i,i,i
NC(=S)c1cc2cc(Br)ccc2oc1=O,i,i,9.4,i,i,i,-0.7,i,i,i,i
COc1ccc(-c2cc(=O)oc3cc(OCC(=O)Nc4ccccn4)ccc23)cc1,i,i,10.4,i,i,i,-0.8,i,i,i,i
O=C(NCc1cccc(Br)c1)C1CC(c2ccccc2C(F)(F)F)=NO1 (stereo not given),i,i,24.1,i,i,·,-0.2,i,i,i,i
COc1ccc(NC(=O)Cn2c(C)cc(=O)c3cccc(OC)c32)cc1,i,i,-1.3,i,i,i,1.0,i,i,i,i
O=C(Nc1nc2ccc(S(=O)(=O)N3CCCC3)cc2s1)c1cccs1,i,i,15.1,i,i,i,0.4,i,i,i,i

# Screening data deposited in PubChem BioAssay by several laboratories.

# Only part of the results is shown; the hit share may differ from the screen's.
